Tb PYK inh: blocks Trypanosoma brucei pyruvate kinase; Potency, µM (highest dose often 76.8 µM), for the others: at the top dose activity, negative = inhibition, usual class: inhibitors; TbPYK enzyme, Kinase-Glo Plus ATP luminescence, 45 min; Q57TT1; 410,000 compounds, 0.12% hits; active means well fitted inhibition curve with a large enough effect; inconclusive means small, poorly fitted or top-dose-only effect; further: nearly all actives have a fitted effect of over 50% in size
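Luminescent Kinase-Glo Plus end-point after 45 min room-temperature reaction of T. brucei pyruvate kinase started with 130 uM ADP (final). Buffer TEA 50 mM pH 7.2 with KCl, MgCl2, BSA, Tween-20; titration-based qHTS with fitted concentration-effect curves.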
* = called active by the depositor; ? = inconclusive. On the % scale 0 is the no-effect control and ±100 the full control effect; potency means the concentration at half of the fitted maximal effect. Some of the compounds tested; rates above refer to the full screens.

Structure	Tb PYK inh
COc1cccc(CNC(=O)[C@@H]2CCCN2C(=O)[C@@H]2CCCN2C(=O)c2ccc(Cl)cc2)c1	0.6%
O=C(Nc1ccc(C(=O)O)cc1)/C(=C\c1ccco1)NC(=O)c1ccc(Br)cc1	-22.3%
Clc1ccc2nc(-c3ccccc3)c(CC3CCCCC3)n2c1	3.2%
C[C@@H]1CN([C@@H](C)CO)C(=O)CCCn2nncc2CO[C@H]1CN(C)C(=O)c1ccc(N2CCN(C)CC2)cc1	5.6%
CC1=C(C(=O)N(C)C)CC(CC(=O)NC(c2ccccc2)c2ccccc2)C(=O)N1Cc1ccc(F)cc1 (stereo unspecified)	1.9%
O=C1OC(c2ccccc2)(c2ccccc2)c2ccsc21	-17.7%
O=C1NC[C@H](CCCCN2C[C@H](Cc3ccccc3)N(CCc3ccccc3)C(=O)C2=O)N(CC2CCCCC2)C1=O	2.0%
Cc1cccc(C)c1-n1nnnc1C(CCc1ccccc1)N1CCC(n2c(=O)[nH]c3ccccc32)CC1 (stereo unspecified)	0.6%
O=C(Nc1ccc2c(c1)OCCO2)C(CCc1ccccc1)N1CCN(c2ccc(F)cc2)CC1 (stereo unspecified)	2.1%
Clc1cccc(-c2ccc3nccn3c2)c1Cl	-1.7%
CC1(C)OC(=O)C2=C(C[C@@H](CCOCc3ccccc3)O[C@H]2c2ccc(F)cc2)O1	-2.0%
CC(C)CNC(=O)C1(C)CCCN1C(=O)C(C)(C)Oc1ccc(Cl)cc1 (stereo unspecified)	-1.6%
CC(C)C[C@H]1CN([C@@H](Cc2ccc(O)cc2)CN2CCC[C@@H]2CN2C(=S)NC[C@@H]2Cc2ccccc2)C(=S)N1CC1CCCCC1	-9.9%
CCCNC(=O)N(C)C[C@@H]1Oc2cc(C#C[C@H](C)O)ccc2S(=O)(=O)N([C@H](C)CO)C[C@H]1C	-8.3%
CCOC(=O)[C@]12CCC=C1N(CCC1=CCCCC1)C(=O)[C@H](CC(=O)NCCCN1CCCC1=O)C2	2.4%
O=C(NC1CCCCC1)C(c1ccnc2ccccc12)N1CCOCC1 (stereo unspecified)	3.4%
CS(=O)(=O)N(CCc1ccccc1)CC(=O)N1CCCCCC1	1.0%
CCc1ccc(C(O)c2ncc(-c3ccc(Cl)cc3)[nH]2)cc1 (stereo unspecified)	3.6%
COc1ccc(CN(C)CCCn2ccc(NC(=O)OCc3ccccc3)nc2=O)cc1OC	-2.1%
CCCC1NC(=O)c2cc3ccccc3cc2-n2c1nc1cc(F)ccc1c2=O (stereo unspecified)	-3.3%
COc1ccc(-c2nc3ccc(Br)cn3c2CC(=O)N2CCCC2)cc1OC	-6.5%
COC(=O)[C@]12CCCCC=C1N(Cc1cccc3ccccc13)C(=O)[C@H](CC(=O)N1CCCCC1)C2	7.6%
C[C@H]1CN([C@@H](C)CO)C(=O)CCCn2cc(nn2)CO[C@@H]1CN(C)C(=O)c1cc(-c2ccccc2)on1	1.6%
COc1ccc(OC)c(-c2nnc3n2N=C(c2ccc(OC)c(OC4CCCC4)c2)CS3)c1	-15.4%
CC1(C(=O)NCc2cccc3ccccc23)CCN1Cc1cccc2c1OCO2 (stereo unspecified)	2.0%
OCCNc1ncnc2c1ncn2[C@H]1CN(C2CCCC2)C[C@@H](CO)O1	1.7%
CC(C)(C)c1ccc(S(=O)(=O)NC(=O)C2(C)CCN2C(=O)Cc2ccc(-c3ccccc3)cc2)cc1 (stereo unspecified)	-2.5%
CCOC(=O)C1=C[C@@H](CC)N(S(=O)(=O)c2ccc(C)cc2)[C@H]1c1ccccc1	2.2%
N#CCCCc1cn(-c2nc3ccccc3s2)nn1	7.6%
CCCCN(C=O)c1c(CC)nc2ccc(C(=O)NCc3ccccc3OC)cn12	-2.0%
C=C1C2=C(C(=O)N1OC)[C@@H](O)[C@@](C)(O)[C@@H](CCCCC)O2	9.8%
N#Cc1cccc(NC(=O)N2CC3(CCN(C(=O)c4cnccn4)CC3)C2)c1	0.0%
O=C(c1ccco1)N1CCC2(CC1)CCN(c1cccc(-c3ccccc3)c1)CC2	2.4%
CC(C)c1cc(C(=O)OCC(=O)NC2CC2)c(O)c(C(C)C)c1	2.0%
CCC(CC)C(=O)N(C)c1c(C)nc2c(OCc3ccc(Cl)cc3Cl)cccn12	-14.0%
O=C(Nc1cccc(F)c1)N1CCCC2(CCN(C(=O)Oc3ccccc3)CC2)C1	2.6%
Cc1cc(O)ccc1Nc1cc(-c2cccc(N(C)C)c2)ncn1	6.0%
CCOC(=O)[C@]12Cc3c(cc(OC)c(OC)c3OC)[C@H]1N(Cc1ccccc1)C(=O)c1cc(F)c(F)cc12	-7.1%
CNC(=O)C[C@H]1C(=O)N(C2CCCCC2)C[C@@H]1CSC	-9.6%
Brc1cccc(-c2nc3ccc(Br)cn3c2Cc2ccccc2)c1	-0.5%
C[C@@H]1CN([C@H](C)CO)C(=O)CCCn2nncc2CO[C@@H]1CN(C)C(=O)CCC(F)(F)F	-5.0%
O=S1(=O)N[C@H](Cc2ccccc2)COc2cccc(N3CCC[C@@H]3CO)c21	4.5%
CCOC(=O)[C@]12CCC=C1N(Cc1ccc3c(c1)OCO3)C(=O)[C@H](CC(=O)NCC1CCCCC1)C2	0.4%
c1cc(-c2ccsc2)n2ccnc2c1	1.8%
Cc1cccc(C)c1-n1nnnc1C(CCc1ccccc1)N1CCC2(CC1)C(=O)NCN2c1ccccc1 (stereo unspecified)	-4.8%
CCOC(=O)C1CCCN(C(=O)c2cccc(Cl)c2)CC1 (stereo unspecified)	5.2%
C[C@@H]1CN([C@@H](C)CO)C(=O)c2cc(Br)cnc2O[C@@H]1CN(C)Cc1cncnc1	3.0%
Cc1cccc(C)c1NC(=O)Nc1nc(CN(C)C)cs1	1.9%
CCCS(=O)(=O)NC(=O)C1(C)CCCN(C(=O)c2cc(-c3ccccc3)cs2)C1 (stereo unspecified)	-13.9%
Nc1ncnc2c1C(c1ccccc1)c1c(ccc3ccccc13)O2 (stereo unspecified)	-1.4%
C[C@H]1CN([C@@H](C)CO)C(=O)CCCn2nncc2CO[C@@H]1CN(C)S(=O)(=O)c1ccc(-n2cccn2)cc1	1.8%
CC(C)NC(=O)N1CCC2(CC1)CCN(S(C)(=O)=O)CC2	-4.1%
CC1=C(C(=O)N(C)C)CC(CC(=O)NCCCN(C)C)C(=O)N1CCCN1CCCC1=O (stereo unspecified)	-5.8%
CC(O)(c1cccc(F)c1)c1nc(-c2ccccc2)cs1 (stereo unspecified)	3.3%
O=C(c1cc(C(F)(F)F)cc(C(F)(F)F)c1)N1CCC2(CCCN(Cc3nccs3)C2)CC1	-1.9%
CC(C)CC1OC(C)Cc2[nH][nH]c(=O)c21 (stereo unspecified)	-8.1%
COc1ccc([C@H]2N[C@]3(CCCN(Cc4ccco4)C3=O)[C@H]3C(=O)N(C)C(=O)[C@@H]23)cc1	3.3%
Cc1ccc(Cc2c(-c3cccc(Cl)c3)nc3c(C)cc(Br)cn23)cc1	7.2%
Cc1ccc(C(=O)NCC(=O)Nc2ccccc2C)o1	6.8%
Nn1c(SCC(=O)N2CCCC2)nnc1-c1cccs1	1.0%

The last 2 records of the section above open the next one:
Structure	Tb PYK inh
Cc1ccc(C(=O)NCC(=O)Nc2ccccc2C)o1	6.8%
Nn1c(SCC(=O)N2CCCC2)nnc1-c1cccs1	1.0%
C[C@H]1CN(c2ccccc2)C(=O)[C@@H]1CC(=O)Nc1ccc(Br)cc1	1.8%
COc1ccc(-n2nnnc2C(c2cccc(OC)c2OC)N2CCC(n3c(=O)[nH]c4ccccc43)CC2)cc1 (stereo unspecified)	3.3%
COc1cc(OC)cc(C2=Cc3ccccc3C(CC(=O)c3ccco3)N2c2ccc(-c3cnc(OC)nc3)cc2)c1 (stereo unspecified)	0.0%
CCNC(=O)C1(C)CCN(Cc2ccc(OC(F)(F)F)cc2)C1 (stereo unspecified)	6.4%
N#Cc1ccc(C(=O)N2CCCCC2c2cc(C(=O)Nc3ccc4c(c3)OCO4)no2)cc1 (stereo unspecified)	-8.0%
COc1ccc(F)cc1-c1cc(C(=O)NCc2ccccc2)[nH]n1	-6.7%
COc1ccc(-c2sc3cc(OC)ccc3c2-c2ccc(OCCN3CCCCC3)cc2)cc1	3.9%
OC(c1ccc(F)c(F)c1)c1ncc(-c2cccc(F)c2)[nH]1 (stereo unspecified)	1.0%
COc1ccc(CNC(=O)c2cccc3c(-c4cccnc4)coc23)cc1OC	6.0%
COC(=O)[C@]1(Sc2ccc(C)cc2)CC(=O)N[C@@H]1c1ccccc1	4.4%
COc1ccc(S(=O)(=O)N2CCOCC2)cc1NC(=O)C1CC(=O)N(c2ccc3c(c2)OCCO3)C1 (stereo unspecified)	-1.6%
COCCNC(=O)c1cccc2c(-c3cnn(C)c3)coc12	6.2%
COc1cc(OC)cc(-c2c(Sc3ccccc3)c3cc(-c4ccc5c(c4)OCCO5)ccc3n2C)c1	-5.1%
O=c1[nH][nH]c2c1[C@H](C1CCCC1)O[C@H](CCc1ccccc1)C2	5.4%
Cc1ccc2nc(-c3ccc(Cl)cc3)c(CC3CCCCC3)n2c1	2.3%
Cc1cn([C@H]2C[C@H](O)[C@@H](CNC(=O)[C@H](N)Cc3cscn3)O2)c(=O)[nH]c1=O	-2.7%
Nc1nc2c(ncn2[C@@H]2O[C@H](CNC(=O)[C@H](N)Cc3cncn3COCc3ccccc3)[C@@H](O)[C@H]2O)c(=O)[nH]1	-3.4%
COCCC(=O)N1CCOCC1c1cc(C(=O)NCc2ccccc2)no1 (stereo unspecified)	5.4%
CC1(C)CC(=O)C=C(c2ccc(-c3cnc4ccccc4c3)cc2)C1=O	-4.8%
CCCCCCCCN1C(=O)[C@H](CC(=O)NCc2ccccc2)C[C@@]2(C(=O)OCC)CCCC=C12	1.3%
COc1ccc(S(=O)(=O)NC(=O)C2(C)CCN2C(=O)CCc2ccc(Cl)cc2Cl)cc1 (stereo unspecified)	-4.9%
COC(=O)c1ccc(CSc2ccccc2NC(=S)Nc2cccc(SC)c2)o1	-13.0%
CC(C)OC(=O)N(C)C[C@@H]1OCc2ccccc2-c2c(n(C)c3ccccc23)C(=O)N([C@@H](C)CO)C[C@H]1C	-6.0%
COc1ccc(CN2Cc3cc(N4CCCCC4)ccc3-n3nncc3C2)cc1	4.7%
O=C1c2cccc(-c3ccc(C(F)(F)F)cc3)c2C2CC=CCN12 (stereo unspecified)	-5.2%
COc1cc2oc(=O)cc(CN(Cc3ccccc3)Cc3ccccc3)c2cc1Cl	0.5%
CCc1nc2c(OCC(=O)C(C)(C)C)cccn2c1N(C)C(=O)C1CC1	-2.0%
NC(c1csc(Nc2ncccn2)n1)c1ccccc1Cl (stereo unspecified)	3.0%
CC(=O)Oc1cc2c(s1)CCN(C(C(=O)C1CC1)c1ccccc1F)C2 (stereo unspecified)	?
CN1CCN(C(=O)c2cc3c(c(-c4cccc(-c5cc6ccccc6o5)c4)n2)[C@@H](CCO)N(S(=O)C(C)(C)C)C3)CC1 (stereo partly specified)	0.0%
c1ccc2c(C3OCC4(CCCCC4)CO3)cccc2c1	-0.8%
COc1ccc(-c2nc3c(Cl)cc(C(F)(F)F)cn3c2Cc2cccc(F)c2)cc1OC	3.9%
CCOC(=O)c1sc2nc(OCCN3CCOCC3)cc(C)c2c1N	-0.6%
COC(=O)c1ccc2nc(-c3cccc(Br)c3)c(Cc3ccccc3OC)n2c1	3.4%
C=Cn1cc(CNC[C@H]2O[C@@H](n3cnc4c(=O)[nH]c(N)nc43)[C@H](O)[C@@H]2O)c(C)n1	0.1%
CCCc1c(-c2ccccc2)ncn1Cc1ccccc1OC	3.4%
O=C(O)c1ccccc1Cc1ccc(F)c2ccccc12	2.8%
CC(C)CN1CC[C@@]2(CCCN(C(=O)Oc3ccccc3)C2)C1	3.3%
CCOC(=O)c1cnc2cc(-c3ccc(C)cc3)nn2c1C	1.9%
CC1(Oc2cccc(F)c2)CCN(Cc2ccc3ccccc3c2)C1 (stereo unspecified)	-3.5%
CC[C@H](C)[C@H]1CNC(=S)N1CC1CCN(CCC(C)C)CC1	-5.6%
O=C(c1csnn1)N1CCC2(CC1)CN(C(c1ccccc1)c1ccccc1)C2	0.0%
CCc1nc2ccc(C(=O)Nc3cc(-c4ccccc4)ccc3OC)cn2c1N(CC)Cc1cccc(Br)c1	-7.5%
C[C@@H]1CCCCO[C@H](CN(C)C(=O)Nc2ccc(F)cc2)[C@@H](C)CN([C@H](C)CO)C(=O)c2cc(N(C)C)ccc2O1	-20.7%
C[C@@H]1CC2=C(C(=O)OC(C)(C)O2)[C@H](c2ccc(F)cc2)O1	-6.7%

Entries above with two or more sulfur atoms, in the order listed:
Structure	Tb PYK inh
CC(C)C[C@H]1CN([C@@H](Cc2ccc(O)cc2)CN2CCC[C@@H]2CN2C(=S)NC[C@@H]2Cc2ccccc2)C(=S)N1CC1CCCCC1	-9.9%
CCCS(=O)(=O)NC(=O)C1(C)CCCN(C(=O)c2cc(-c3ccccc3)cs2)C1 (stereo unspecified)	-13.9%
Nn1c(SCC(=O)N2CCCC2)nnc1-c1cccs1	1.0%
COC(=O)c1ccc(CSc2ccccc2NC(=S)Nc2cccc(SC)c2)o1	-13.0%
